VEEV TC-83 Vero: inhibitors of VEEV TC-83 cytopathic effect, confirmation, Vero cells (AID 588727) | Vero cells, VEEV TC-83 cytopathic effect inhibition; higher % means a stronger effect | 350,000 tested, 0.13% active | one-dose inhibition, % at 20 µM; IC50 in µM for titrated hits; in the data active means a potency from the dose series; inconclusive means inhibition mostly from about 14% at the one dose, without a potency; inactive means the rest, 99 in 100 with inhibition below about 12%; further: strong numbers were not always called active
M. tuberculosis: growth inhibition of non-replicating M. tuberculosis (AID 488890); Mycobacterium tuberculosis non-replicating, growth inhibition; higher % means a stronger effect; 320,000 tested, 0.39% active; inhibition, % at 25 µM, or IC50 in µM where a hit was titrated; in the data active means a potency from the dose series; inconclusive means inhibition mostly from about 82% at the one dose, without a potency; inactive means the rest, 99 in 100 with inhibition below about 76%;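 further: plate controls were DMSO cells for no effect and high antibiotic wells for full effect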
H1N1 NS1A inhibition: NS1A inhibition, H1N1 influenza, cell based functional assay (AID 504329). NS1A functional cell-based assay, percent inhibition; higher % means a stronger effect. 340,000 tested, 0.3% active. inhibition, % at 12.5 µM; hits with a dose series show IC50 in µM; in the data active means a potency from the dose series; inconclusive means inhibition above about 27% without an active follow-up result; further: strong numbers were not always called active
Salmonella PhoP GFP: PhoP regulon inhibitors, Salmonella typhi PhoP promoter GFP reporter, confirmatory (AID 1850); Salmonella Typhi PhoP-promoter GFP reporter, fluorescence, 4 h; higher % means a stronger effect; inhibition, % at 50 µM; hits with a dose series show IC50 in µM; 310,000 tested, 0.33% active; in the data active means a potency from the dose series; inconclusive means inhibition mostly from about 25% at the one dose, without a potency; inactive means the rest, 99 in 100 with inhibition below about 19%;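 further: 0% = induced wells with vehicle and 100% = uninduced wells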
H37Rv inhibition: M. tuberculosis growth inhibition, HTS (AID 449762) | M. tuberculosis H37Rv growth inhibition, 7H9 media; higher % means a stronger effect | one-dose inhibition, % at 25 µM; IC50 in µM for titrated hits | 330,000 tested, 0.59% active; in the data active means a potency from the dose series; inconclusive means inhibition above about 70% without an active follow-up result;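 further: bacterial growth assessed after seven days of incubation; strong numbers were not always called active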
Active calls of the source: *.

How did CC(Oc1ccccc1)C(=O)NC1CC(C)(C)NC(C)(C)C1 (centres undefined) do in these assays?
VEEV TC-83 Vero: 1.4%; M. tuberculosis: -6%; H1N1 NS1A inhibition: 0%; Salmonella PhoP GFP: -3%; H37Rv inhibition: -11%

Results for Cc1cccc(C(CC(=O)NCc2ccco2)c2ccccc2)c1O (centres undefined) ?
VEEV TC-83 Vero: 1.5%; M. tuberculosis: -2%; H1N1 NS1A inhibition: -7%; Salmonella PhoP GFP: 9%; H37Rv inhibition: -4%

What do the screens show for `CN(CC(=O)NCc1ccco1)CC(=O)Nc1c(Cl)cccc1Cl`?
VEEV TC-83 Vero: 1.5%; M. tuberculosis: -5%; H1N1 NS1A inhibition: -6%; H37Rv inhibition: 1%

How did O=c1[nH]c(CSc2nnnn2-c2ccccc2)nc2ccccc12 do in these assays?
VEEV TC-83 Vero: 0.9%; M. tuberculosis: 3%; H1N1 NS1A inhibition: 1%; Salmonella PhoP GFP: 4%; H37Rv inhibition: -1%

What do the screens show for `O=C(CSc1cn[nH]n1)Nc1cccc(C(=O)O)c1`?
VEEV TC-83 Vero: 0.5%; M. tuberculosis: 5%; H1N1 NS1A inhibition: -2%; Salmonella PhoP GFP: 1%; H37Rv inhibition: 7%

What do the screens show for `CC1(C)CC(=O)C=C(NCc2cccnc2)C1`?
VEEV TC-83 Vero: 1.0%; M. tuberculosis: -4%; H1N1 NS1A inhibition: 10%; Salmonella PhoP GFP: -1%; H37Rv inhibition: -7%

Results for O=C(O)c1ccc2c(c1)C(c1ccccc1)OC2=O (centres undefined) ?
VEEV TC-83 Vero: inactive; M. tuberculosis: 2%; H1N1 NS1A inhibition: -5%; Salmonella PhoP GFP: 6%; H37Rv inhibition: -5%

How did Cc1noc(C)c1NC(=O)Nc1ccc2c(c1)C(=O)N([C@H](C)CO)C[C@H](C)[C@H](CN(C)C)O2 do in these assays?
VEEV TC-83 Vero: inactive; M. tuberculosis: -11%; H1N1 NS1A inhibition: 4%; H37Rv inhibition: -3%

How did COCCn1c(SCC(=O)NC(=O)NC(C)(C)C)nc2ccccc21 do in these assays?
VEEV TC-83 Vero: inactive; M. tuberculosis: 10%; H1N1 NS1A inhibition: -7%; Salmonella PhoP GFP: 6%; H37Rv inhibition: -8%

What do the screens show for `CN(C)CCn1cnc2c(c1=N)C(c1ccccc1)c1ccc3ccccc3c1O2` (centres undefined)?
VEEV TC-83 Vero: inactive; M. tuberculosis: inconclusive; H1N1 NS1A inhibition: -9%; Salmonella PhoP GFP: 1%; H37Rv inhibition: inconclusive

How did O=C(CNC(=O)c1ccccn1)N=Nc1c(O)[nH]c2ccccc12 do in these assays?
VEEV TC-83 Vero: 4.2%; M. tuberculosis: -4%; H1N1 NS1A inhibition: -8%; Salmonella PhoP GFP: 15%; H37Rv inhibition: 6%

Results for CC1CN(CC(O)COC(c2ccccc2)c2ccccc2)CC(C)O1 (centres undefined) ?
VEEV TC-83 Vero: inactive; M. tuberculosis: 2%; H1N1 NS1A inhibition: 21%; Salmonella PhoP GFP: -6%; H37Rv inhibition: -1%

What do the screens show for `O=C(COC(=O)CC1CC2CCC1C2)NCc1ccc(Cl)cc1` (centres undefined)?
VEEV TC-83 Vero: 0.7%; M. tuberculosis: 77%; H1N1 NS1A inhibition: -8%; H37Rv inhibition: 6%

What do the screens show for `OCCC1CN(Cc2cc3c(cc2Cl)OCO3)CCN1C1CCCCC1` (centres undefined)?
VEEV TC-83 Vero: inactive; M. tuberculosis: 36%; H1N1 NS1A inhibition: 2%; Salmonella PhoP GFP: -2%; H37Rv inhibition: -1%

How did CN(C)C(=O)c1ccc(NC(=O)COC(=O)C2(c3ccccc3)CCCC2)cc1 do in these assays?
VEEV TC-83 Vero: inactive; M. tuberculosis: 13%; H1N1 NS1A inhibition: 4%; H37Rv inhibition: 6%

Results for C=CCn1c(SCC(=O)NCC)nnc1-c1cc2c(s1)CCC(CC)C2 (centres undefined) ?
VEEV TC-83 Vero: 0.3%; M. tuberculosis: 37%; H1N1 NS1A inhibition: 3%; Salmonella PhoP GFP: -2%; H37Rv inhibition: 7%

How did COC(=O)C1=C(N)N(c2ccc(F)cc2)C2=C(C(=O)CCC2)C1c1ccc2c(c1)OCO2 (centres undefined) do in these assays?
VEEV TC-83 Vero: inactive; M. tuberculosis: 6%; H1N1 NS1A inhibition: -21%; Salmonella PhoP GFP: 8%; H37Rv inhibition: 1%

Results for O=C(Cn1nnc(-c2ccc(N3CCOCC3)cc2)n1)N1CCOCC1 ?
M. tuberculosis: -12%; Salmonella PhoP GFP: 15%; H37Rv inhibition: -6%

Results for COc1ccc(-c2nn(-c3ccccc3)cc2/C=N/Nc2ccccn2)cc1 ?
M. tuberculosis: 5%; Salmonella PhoP GFP: -4%; H37Rv inhibition: 8%

How did COc1cc(C)c(NC(=S)Nc2cccc(Cl)c2C)cc1OC do in these assays?
VEEV TC-83 Vero: 1.0%; M. tuberculosis: 63%; H1N1 NS1A inhibition: -10%; Salmonella PhoP GFP: -6%; H37Rv inhibition: -9%

Results for O=C(COC(=O)Cc1ccccc1)Nc1ncc(Cl)cc1Cl ?
VEEV TC-83 Vero: inactive; M. tuberculosis: 33%; H1N1 NS1A inhibition: -8%; Salmonella PhoP GFP: -3%; H37Rv inhibition: -15%

What do the screens show for `O=c1c2ccccc2cnn1Cc1cccc(Br)c1`?
VEEV TC-83 Vero: inactive; M. tuberculosis: 7%; H1N1 NS1A inhibition: 2%; Salmonella PhoP GFP: 11%; H37Rv inhibition: 9%

What do the screens show for `C=CCn1c(N)c(C(=O)OCC(C)C)c2nc3ccccc3nc21`?
VEEV TC-83 Vero: 5.5%; H1N1 NS1A inhibition: -9%

How did CC(C)(C)CC(=O)Nc1nnc(SCC(=O)NC2CCCCC2)s1 do in these assays?
VEEV TC-83 Vero: 2.1%; M. tuberculosis: 16%; H1N1 NS1A inhibition: 3%; Salmonella PhoP GFP: 5%; H37Rv inhibition: -1%

How did Cc1c(Cl)cccc1N(CC(=O)NC(C)c1ccccc1)S(C)(=O)=O (centres undefined) do in these assays?
VEEV TC-83 Vero: 2.1%; M. tuberculosis: 31%; H1N1 NS1A inhibition: -7%; Salmonella PhoP GFP: -5%; H37Rv inhibition: 7%

How did COc1ccc(CCNC(=S)N2CCC(C(=O)c3ccc(F)cc3)CC2)cc1OC do in these assays?
VEEV TC-83 Vero: 1.2%; M. tuberculosis: 49%; H1N1 NS1A inhibition: 10%; Salmonella PhoP GFP: 14%; H37Rv inhibition: 1%

What do the screens show for `Cc1ccc(C)c(N2CCN(C(=O)C3CCCCN3S(=O)(=O)c3ccc(F)cc3)CC2)c1` (centres undefined)?
VEEV TC-83 Vero: 1.2%; M. tuberculosis: 28%; H1N1 NS1A inhibition: 3%; Salmonella PhoP GFP: -9%; H37Rv inhibition: 0%

What do the screens show for `O=C(CC1(O)C(=O)Nc2ccccc21)c1ccc(-n2cccc2)cc1` (centres undefined)?
VEEV TC-83 Vero: inactive; M. tuberculosis: -2%; H1N1 NS1A inhibition: 22%; Salmonella PhoP GFP: -3%; H37Rv inhibition: 4%

How did [N-]=[N+]=NCc1cn2cccnc2n1 do in these assays?
VEEV TC-83 Vero: 0.5%; M. tuberculosis: 3%; H1N1 NS1A inhibition: -5%; Salmonella PhoP GFP: -3%; H37Rv inhibition: -2%

What do the screens show for `Cc1cccc(N2CCN(C(=O)c3oc4ccc(Br)cc4c3C)CC2)c1C`?
VEEV TC-83 Vero: 7.3%; M. tuberculosis: 31%; H1N1 NS1A inhibition: -3%; H37Rv inhibition: 3%

Results for COc1ccc(NC(=O)CCN2C(=O)c3ccncc3C2=O)cc1OC ?
VEEV TC-83 Vero: 1.2%; M. tuberculosis: -2%; H1N1 NS1A inhibition: -5%; Salmonella PhoP GFP: 4%; H37Rv inhibition: -5%

How did COc1ccc(/C=C(/CC(=O)Nc2ccc(C)cc2)c2nc3ccccc3s2)cc1 do in these assays?
VEEV TC-83 Vero: 0.3%; M. tuberculosis: 7%; H1N1 NS1A inhibition: -7%; Salmonella PhoP GFP: 7%; H37Rv inhibition: 0%

Results for COc1ccc(-c2nnc(N(C)C(=O)c3ccco3)s2)cc1OC ?
VEEV TC-83 Vero: 2.0%; M. tuberculosis: -1%; H1N1 NS1A inhibition: 5%; Salmonella PhoP GFP: 3%; H37Rv inhibition: 8%

Results for CCOC(=O)C1CCN(C(=O)CSc2ccc(Br)cc2)CC1 ?
VEEV TC-83 Vero: 0.8%; M. tuberculosis: 15%; H1N1 NS1A inhibition: -16%; Salmonella PhoP GFP: 0%; H37Rv inhibition: -3%

What do the screens show for `CCCn1c(N)c(C(=O)CSc2nc(N)cc(=O)[nH]2)c(=O)n(C)c1=O`?
VEEV TC-83 Vero: 9.3%; M. tuberculosis: 24%; H1N1 NS1A inhibition: -4%; H37Rv inhibition: -3%

What do the screens show for `O=S(=O)(c1ccc(Cl)cc1)N1CCCCCC1`?
VEEV TC-83 Vero: 7.0%; M. tuberculosis: 9%; H1N1 NS1A inhibition: 10%; Salmonella PhoP GFP: -6%; H37Rv inhibition: -10%

How did CC(O)c1cccc(NC(=O)C2CCCCC2)c1 (centres undefined) do in these assays?
VEEV TC-83 Vero: 1.2%; M. tuberculosis: 5%; H1N1 NS1A inhibition: 3%; Salmonella PhoP GFP: -4%; H37Rv inhibition: 4%

How did Cc1[nH]nc(SCC(=O)N2CCC(C)CC2)c1[N+](=O)[O-] do in these assays?
VEEV TC-83 Vero: 7.5%; M. tuberculosis: -9%; H1N1 NS1A inhibition: -2%; Salmonella PhoP GFP: -2%; H37Rv inhibition: 0%

Results for N#Cc1c(-c2ccc(Cl)cc2)n(O)c2ccccc12 ?
VEEV TC-83 Vero: 6.9%; H1N1 NS1A inhibition: 1%

How did Cn1c(=O)n(C)c2cc([N+](=O)[O-])c(N3CCN(C(=O)c4ccc(Cl)cc4)CC3)cc21 do in these assays?
VEEV TC-83 Vero: inactive; M. tuberculosis: 0%; H1N1 NS1A inhibition: -2%; Salmonella PhoP GFP: -4%; H37Rv inhibition: -4%

Among those listed so far, five have an NH in an aromatic ring.
How did O=c1[nH]c(CSc2nnnn2-c2ccccc2)nc2ccccc12 do in these assays?
VEEV TC-83 Vero: 0.9%; M. tuberculosis: 3%; H1N1 NS1A inhibition: 1%; Salmonella PhoP GFP: 4%; H37Rv inhibition: -1%

What do the screens show for `O=C(CSc1cn[nH]n1)Nc1cccc(C(=O)O)c1`?
VEEV TC-83 Vero: 0.5%; M. tuberculosis: 5%; H1N1 NS1A inhibition: -2%; Salmonella PhoP GFP: 1%; H37Rv inhibition: 7%

How did O=C(CNC(=O)c1ccccn1)N=Nc1c(O)[nH]c2ccccc12 do in these assays?
VEEV TC-83 Vero: 4.2%; M. tuberculosis: -4%; H1N1 NS1A inhibition: -8%; Salmonella PhoP GFP: 15%; H37Rv inhibition: 6%

What do the screens show for `CCCn1c(N)c(C(=O)CSc2nc(N)cc(=O)[nH]2)c(=O)n(C)c1=O`?
VEEV TC-83 Vero: 9.3%; M. tuberculosis: 24%; H1N1 NS1A inhibition: -4%; H37Rv inhibition: -3%

How did Cc1[nH]nc(SCC(=O)N2CCC(C)CC2)c1[N+](=O)[O-] do in these assays?
VEEV TC-83 Vero: 7.5%; M. tuberculosis: -9%; H1N1 NS1A inhibition: -2%; Salmonella PhoP GFP: -2%; H37Rv inhibition: 0%

(more compounds)
How did CC(C)CCNC(=O)C(=O)Nc1ccccc1 do in these assays?
VEEV TC-83 Vero: 2.8%; M. tuberculosis: 41%; H1N1 NS1A inhibition: -3%; Salmonella PhoP GFP: 5%; H37Rv inhibition: 0%

Results for COc1ccc(S(=O)(=O)N2CCCN(CC(=O)C(C)(C)C)CC2)cc1 ?
VEEV TC-83 Vero: inactive; M. tuberculosis: 16%; H1N1 NS1A inhibition: 5%; Salmonella PhoP GFP: -12%; H37Rv inhibition: 3%

How did COc1cc(C=O)ccc1OC(=O)c1ccncc1 do in these assays?
VEEV TC-83 Vero: inactive; M. tuberculosis: 19%; H1N1 NS1A inhibition: 5%; Salmonella PhoP GFP: -8%; H37Rv inhibition: 0%

How did O=C(O)c1ccccc1C(=O)NNc1ccc(Cl)cc1 do in these assays?
VEEV TC-83 Vero: 0.5%; M. tuberculosis: 4.1µM*; H1N1 NS1A inhibition: -3%; Salmonella PhoP GFP: -4%; H37Rv inhibition: inconclusive

How did Cc1nc2ccc(C(=O)N/N=C/c3cc([N+](=O)[O-])ccc3O)cc2[nH]1 do in these assays?
VEEV TC-83 Vero: inactive; M. tuberculosis: -15%; H1N1 NS1A inhibition: 19%; Salmonella PhoP GFP: -6%; H37Rv inhibition: 8%

Results for COc1ccccc1NC(=O)C1CCCN(S(=O)(=O)c2ccc3[nH]c(=O)ccc3c2)C1 (centres undefined) ?
VEEV TC-83 Vero: 1.8%; M. tuberculosis: 20%; H1N1 NS1A inhibition: -5%; Salmonella PhoP GFP: -12%; H37Rv inhibition: -1%
